CAL-PDZ inh HTS: untagged CAL PDZ binding inhibitors, primary screen, biochemical, fluorescence polarization, HTS; Golgi-associated PDZ and coiled-coil motif-containing protein (Homo sapiens), Q9HD26; 300,000 tested, 0.92% active; purified CAL PDZ, TMR-peptide fluorescence polarization, 1 h; inhibition, % at 24.9 µM; AID 602252, 2012;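 active means mean inhibition of at least 30% with at least half of replicates also reaching 30%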;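 further: 0% = DMSO neutral control and 100% = excess unlabeled competitor peptide PRC23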
OPRM1-OPRD1 ag: agonists of OPRM1-OPRD1 heterodimerization, primary screen, cell-based, luminescence; Mu-type opioid receptor (Homo sapiens) + Delta-type opioid receptor (Homo sapiens), …; cells; activation, % at 9.3 µM; 340,000 tested, 0.3% active; AID 504326, 2011; in the data active means activation above about 18%;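 further: 0% = vehicle-treated cells and 100% = reference agonist; values of inactives mirror those of a sister screen read the other way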
Target sequence (P35372 whole entry, looked up): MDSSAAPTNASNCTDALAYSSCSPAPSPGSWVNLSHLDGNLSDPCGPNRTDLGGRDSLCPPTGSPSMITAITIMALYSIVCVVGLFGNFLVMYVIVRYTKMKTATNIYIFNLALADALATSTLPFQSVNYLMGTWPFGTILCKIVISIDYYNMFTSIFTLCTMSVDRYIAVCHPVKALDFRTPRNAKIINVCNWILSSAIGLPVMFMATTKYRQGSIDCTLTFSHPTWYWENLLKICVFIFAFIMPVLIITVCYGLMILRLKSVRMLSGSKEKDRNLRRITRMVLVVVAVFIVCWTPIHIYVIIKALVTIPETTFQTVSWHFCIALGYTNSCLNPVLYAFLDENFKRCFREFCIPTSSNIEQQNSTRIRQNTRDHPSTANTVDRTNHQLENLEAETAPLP
Target sequence (P41143 whole entry, looked up): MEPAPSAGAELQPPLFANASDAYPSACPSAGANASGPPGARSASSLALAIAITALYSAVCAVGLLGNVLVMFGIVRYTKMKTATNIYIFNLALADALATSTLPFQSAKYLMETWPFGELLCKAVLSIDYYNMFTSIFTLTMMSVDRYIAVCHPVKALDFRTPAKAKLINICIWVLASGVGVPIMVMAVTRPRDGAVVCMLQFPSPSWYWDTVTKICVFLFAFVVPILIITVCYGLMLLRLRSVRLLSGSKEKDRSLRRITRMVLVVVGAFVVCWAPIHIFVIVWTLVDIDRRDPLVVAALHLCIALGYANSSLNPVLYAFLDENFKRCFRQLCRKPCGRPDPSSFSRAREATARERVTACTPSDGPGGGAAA
LANA DNA inh: inhibitors of KSHV C-LANA binding to DNA, primary screen, biochemical, fluorescence polarization, FAM-LBS DNA, MBP-C-LANA, single point; Kaposi's sarcoma herpesvirus LANA C-terminal domain (residues 932-1162) DNA binding; inhibition, % at 9 µM; 340,000 tested, 0.078% active; AID 504423, 2011;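 active means highest replicate inhibition at or above 60% at 9 µM, even if other replicates fall short; inactive means all replicates below 60% inhibition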;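 further: 0% = neutral control wells and 100% = 4 µM acridine orange control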
OPRM1-OPRD1 inv: inverse agonists of MOR-DOR heterodimerization, primary screen, cell-based, luminescence. Mu-type opioid receptor (Homo sapiens) + Delta-type opioid receptor (Homo sapiens), …. cell-based MOR-DOR heterodimer luminescence, inverse agonism. inhibition, % at 9.3 µM. 340,000 tested, 0.21% active; in the data active means inhibition above about 22%, passing the limit was not always enough;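 further: 0% = cells with DMSO and 100% = wells without cells with DMSO; values of inactives mirror those of a sister screen read the other way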
Cardiac RTF inh: cardiac RTF calcium sensitivity inhibitors, primary screen, biochemical, IANBD-TnC fluorescence, EC70 calcium; Troponin I, cardiac muscle (Homo sapiens) + Troponin T, cardiac muscle (Homo sapiens) + …; IANBD-labeled cardiac RTF, Ca2+ fluorescence; inhibition, % at 7.15 µM; 340,000 tested, 0.12% active;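 active means inhibition above the mean inhibition of all tested compounds plus 3 SD, cut at about 17% in these data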;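 further: assay run at fixed EC70 calcium of 1.6 mM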
HTR5A inv ctr: HTR5A inverse agonists in luminescence cell assay, primary screen, counter-screen for OPRM1-OPRD1 heterodimer inverse agonist project, full-deck HTS. HTR5A cell line, inverse agonism. inhibition, % at 9.3 µM. 340,000 tested, 0.083% active; in the data active means inhibition mostly above about 23%, no sharp cut-off; inactive means mostly below about 18%;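 further: 0% = cells with DMSO and 100% = no-cell wells with DMSO; some compounds called inactive have numbers as strong as hits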
HTR5A ag: HTR5A agonists in luminescence cell assay, primary screen, counter-screen for OPRM1-OPRD1 heterodimer agonist project, full-deck HTS; AID 504692, 2011; 5-hydroxytryptamine receptor 5A (Homo sapiens), P47898; cell-based; 340,000 tested, 0.61% active; activation, % at 9.3 µM; in the data active means activation mostly above about 9.5%, no sharp cut-off; inactive means mostly below about 7.6%;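 further: 0% = cells with vehicle only and 100% = reference agonist; strong numbers were not always called active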
V-ATPase pH: regulators of yeast V-ATPase proton pumping, primary screen, pHLuorin cytosolic pH fluorescence | S. cerevisiae | response, % at 10 µM | 350,000 tested, 0.37% active; in the data active means response mostly above about 7.3%, no sharp cut-off; inactive means mostly below about 5.4%; further: actives read high; inactives centre near 0; some compounds called inactive have numbers as strong as hits; reference of the scale not given here
Keap1-Nrf2 PPI: Keap1-Nrf2 protein-protein interaction inhibitors, primary screen, biochemical, fluorescence polarization, single point. Kelch-like ECH-associated protein 1 (Homo sapiens), Q14145. Keap1 Kelch-Nrf2 peptide fluorescence polarization, 1536-well. inhibition, % at 9.4 µM. 340,000 tested, 0.15% active; in the data active means inhibition above about 12%;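 further: human Keap1 Kelch domain with fluorescein labeled Nrf2 9mer peptide probe; 0% = neutral control wells and 100% = peptide positive control; higher means more block of Keap1 binding to Nrf2 peptide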
cardiac RTF act: cardiac RTF calcium sensitivity activators, primary screen, biochemical, IANBD-TnC fluorescence, EC20 calcium | activation, % at 7.2 µM | 340,000 tested, 0.24% active | IANBD-labeled TnC RTF fluorescence at EC20 calcium; 0% EC20 calcium, 100% full calcium;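 active means activation above the mean over all tested compounds plus 3 SD, cut at about 30% in these data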;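 further: rise in fluorescence read as greater calcium sensitivity of cardiac thin filaments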
* = called active by the depositor; nt = no result given.

no.	mol	CAL-PDZ inh HTS	OPRM1-OPRD1 ag	LANA DNA inh	OPRM1-OPRD1 inv	Cardiac RTF inh	HTR5A inv ctr	HTR5A ag	V-ATPase pH	Keap1-Nrf2 PPI	cardiac RTF act
1	Cc1ccc(N2C(=O)[C@@H]3Cc4ccccc4CN3C2=O)cc1	nt	-2.9	0.2	13	-8	4	-1	4	-2	1
2	Cc1cc(Cl)ccc1NC(=S)NC(C)(C)C	0	1.7	-2.8	-9	-9	19	3	6	-3	-1
3	COc1cc(-c2nc3ccc4ccccc4c3c3c2CCC3)cc(OC)c1OC	-1	2.3	-1.3	-13	-3	-8	2	2	1	-3
4	CCOC(=O)C(CC)n1cnc2c(nnn2-c2ccccc2)c1=O (configuration not stated)	nt	-0.7	0.4	4	-3	-9	3	0	-5	6
5	COc1ccc(-c2noc(CSc3nnc(Cc4ccccc4)n3-c3cccc(C)c3)n2)cc1OC	-3	4.3	1.5	-26	-4	11	-5	1	-4	3
6	CCS(=O)(=O)N1Cc2ccccc2CC1C(=O)Nc1nc2ccccc2s1 (configuration not stated)	0	-1.7	0.7	8	-1	17	-2	4	-4	-3
7	Cc1ccc(C2=NN(C(=O)CCC(=O)O)C(c3cccc([N+](=O)[O-])c3)C2)cc1 (configuration not stated)	5	-0.7	-3.1	3	-6	0	0	2	-6	0
8	Cc1ccc(Cn2cc(SCC(N)=O)c3ccccc32)cc1	nt	-1.7	-0.8	9	-3	11	2	-2	0	1
9	CC1=CC(c2ccccc2)n2ncnc2N1 (configuration not stated)	-1	-2.8	0.0	15	-10	-21	1	-6	-3	-5
10	Nc1ccc(Oc2ncccn2)cc1	-1	5.1	2.4	-25	2	-7	2	3	-4	-5
11	CCN(CC)S(=O)(=O)c1ccc(Cl)c(NC(=O)COC(=O)/C=C/c2cc(OC)c(OC)c(OC)c2)c1	-2	-2.2	1.1	12	-13	-1	1	-3	-4	6
12	Cc1cccc(CSCc2ccc(C(=O)NCC3CCCO3)o2)c1 (configuration not stated)	-1	-2.9	1.5	15	4	-5	2	0	-8	-3
13	O=C(CCc1nc2ccccc2c(=O)[nH]1)Nc1cc(Cl)ccc1N1CCCC1	-1	-0.7	2.2	3	4	10	3	-4	-2	4
14	CC(=O)Nc1c(Br)cc(N2C(=O)CCC2=O)cc1Br	-2	-1.1	-2.5	7	2	23	4	-2	2	0
15	C=CCOC(=O)C1=C(C)OC(N)=C(C#N)C1c1ccc(F)cc1 (configuration not stated)	-2	-0.2	-1.6	1	2	1	0	4	5	-6

More structures follow.
no.	mol	CAL-PDZ inh HTS	OPRM1-OPRD1 ag	LANA DNA inh	OPRM1-OPRD1 inv	Cardiac RTF inh	HTR5A inv ctr	HTR5A ag	V-ATPase pH	Keap1-Nrf2 PPI	cardiac RTF act
16	O=C(CSc1nnc(NC(=O)c2ccco2)s1)Nc1ccccc1Cl	nt	0.8	0.7	-7	-2	0	3	-2	-2	-6
17	CCOc1cc(N2CCOCC2)c(OCC)cc1NC(=O)CN1C(=O)NC2(CCCCC2C)C1=O (configuration not stated)	-3	0.3	0.2	-2	-5	10	2	0	1	-2
18	CC(C)(C)NC(=O)C(c1ccsc1)N(CCc1ccccc1)C(=O)Cn1nnc2ccccc21 (configuration not stated)	2	-1.6	0.0	9	-3	-7	3	0	-2	3
19	CC1CCN(CCCNC(=O)CN2C(=O)CSc3ccc(S(=O)(=O)N4CCC(C)CC4)cc32)CC1	-2	-4.0	1.4	20	6	-10	-2	2	-3	2
20	CCCCn1c(N)c(N(CCOC)C(=O)CCNC(=O)c2ccc(Cl)cc2)c(=O)[nH]c1=O	-2	0.4	1.9	-2	-4	-6	2	0	-1	-2
21	CC(C)c1ccc(NC(=O)[C@@H](C)NC(=O)[C@@H]2Cc3ccccc3CN2)cc1	-4	2.0	0.7	-10	-12	-24	-1	4	-5	6
22	COc1ccc(C(=O)Nc2ccc(S(=O)(=O)Nc3ncccn3)cc2)cc1OC	nt	-0.7	-0.5	4	-4	2	-1	1	-5	6
23	O=C(c1ccccc1)c1cnc(-c2ccccc2)s1	1	1.7	0.4	-8	-16	5	-2	-2	-1	9
24	CCOc1ccc(C(C)=O)cc1CSC(=N)N	4	-4.1	-0.8	21	6	-17	3	-2	-4	-6
25	COc1ccc(OC)c(C(=O)Nc2ccc3[nH]ccc3c2)c1	1	-0.1	-2.0	0	-8	-15	0	0	-4	-2
26	CCN1CCN(CC(=O)Nc2ccc(Cl)c(S(=O)(=O)N(C)C)c2)CC1	11	0.1	0.1	-1	-6	1	3	1	-5	-2
27	CCOc1ccc(OCC)c(NC(=O)CN2CCN(CC)CC2)c1	-1	-0.2	1.0	1	-8	4	5	-1	-1	3
28	CCOc1ccccc1Nc1nnc(SCC(=O)Nc2cccc(S(=O)(=O)NC3=NCCCCC3)c2)s1	-2	-2.1	-0.5	11	-6	-4	2	0	0	1
29	COc1ccc(CCNC(=O)CCS(=O)(=O)c2ccc3nc(C)sc3c2)cc1OC	nt	-0.8	0.1	5	-1	6	-2	2	-4	11
30	C=CCN(CC=C)c1ccc(N2C(=O)C3CCCCC3C2=O)cc1[N+](=O)[O-] (configuration not stated)	5	1.6	-0.3	-8	-4	21	-3	7	-5	8

(listing goes on)
no.	mol	CAL-PDZ inh HTS	OPRM1-OPRD1 ag	LANA DNA inh	OPRM1-OPRD1 inv	Cardiac RTF inh	HTR5A inv ctr	HTR5A ag	V-ATPase pH	Keap1-Nrf2 PPI	cardiac RTF act
31	O=C(c1ccc2c(c1)OCO2)N1CCN=C1SCc1ccccc1	-6	-4.0	-2.2	20	-5	12	-4	2	-1	4
32	Cc1ccc(S(=O)(=O)NCC(=O)NCCc2c[nH]c3ccccc23)cc1C	0	-1.4	-1.0	7	0	-31	6	-1	-2	-4
33	Fc1cc(F)c2nc(N3CCOCC3)sc2c1	-4	-1.3	-0.3	8	-6	-4	2	-1	-5	0
34	O=C(COC(=O)C1CC(=O)N(c2ccc3c(c2)OCCO3)C1)NC1CCCc2ccccc21 (configuration not stated)	3	-2.8	-1.3	15	2	5	-2	5	2	0
35	C=C(C)C(=O)NC1=NN(c2ccccc2)C(=O)C1	-5	-1.1	1.2	6	3	-28	4	-2	0	-2
36	CC(=O)Nc1ccc(SCC(=O)Nc2ccccc2-c2ccccc2)cc1	3	-1.1	-0.4	6	8	21	0	-1	-7	-2
37	COc1cccc(C2C(C(=O)c3ccc(C)o3)=C(O)C(=O)N2CCN2CCOCC2)c1 (configuration not stated)	-1	0.4	-0.5	-2	-5	-4	1	1	-4	0
38	NCC12CC3CC(C1)CC(CN)(C3)C2	0	-3.3	-5.3	17	4	4	2	2	-8	6
39	Cc1cc(C)c(NC(=S)NCCO)c(C)c1	-2	-2.1	-0.6	10	-2	16	4	5	1	-2
40	O=C(Nc1nnc(-c2ccccc2SCc2ccccc2F)s1)Nc1ccccc1F	0	1.6	0.3	-8	-7	-2	1	6	-5	2
41	COc1ccc(C(=O)NC2CCN(CC(=O)NC3CCCCC3)CC2)cc1	-1	-0.4	0.2	2	-10	-24	4	9	-1	-3
42	O=C(N/N=C/C=C\c1ccccc1)c1cnccn1	nt	-0.7	-1.5	3	-3	14	2	2	-5	5
43	Cc1[nH]nc2nc(SCC(=O)NCCC3=CCCCC3)n(-c3ccc(Br)cc3)c(=N)c12	-3	25*	0.3	-124	-14	-56	15*	-2	-5	-6
44	Oc1ccc(/C=N/Nc2cccc(Cl)n2)c(O)c1	1	-1.6	-1.6	8	1	5	6	-4	-5	-2
45	CCOc1ccc(S(=O)(=O)N2CCCC(C(=O)NCc3ccccn3)C2)cc1Cl (configuration not stated)	-7	-2.2	1.7	12	-7	5	-2	-1	8	-1

New compounds follow.
no.	mol	CAL-PDZ inh HTS	OPRM1-OPRD1 ag	LANA DNA inh	OPRM1-OPRD1 inv	Cardiac RTF inh	HTR5A inv ctr	HTR5A ag	V-ATPase pH	Keap1-Nrf2 PPI	cardiac RTF act
46	Cc1ncc([N+](=O)[O-])n1CC(=O)Nc1ccc(OC(F)(F)Cl)cc1	-6	0.6	-0.2	-3	-8	-4	1	-1	2	2
47	COc1ccc(Nc2nc(N3CCOCC3)nc(N3CCOCC3)n2)c(OC)c1	-2	-4.4	-1.2	20	1	-21	6	0	-5	-6
48	N#C/C(=C1\C(=O)Nc2c(Cl)cc(Cl)cc21)c1nnc2n1CCCCC2	1	2.5	1.1	-14	-15	-11	1	-5	3	7
49	CCOC(=O)C1CCCN(C(=O)CCn2nnnc2CN2CCOCC2)C1 (configuration not stated)	1	-2.2	-1.2	12	2	16	-4	-5	4	0
50	COc1cc(C(=O)Nc2ccc3c(c2)Cc2cc(NC(=O)c4cc(OC)c(OC)c(OC)c4)ccc2-3)cc(OC)c1OC	-1	-2.1	-1.4	11	6	-5	-2	2	0	2
51	CC(C)(C)OC(=O)NCc1ccc(CNC(=O)c2[nH]cnc2C(=O)NC2CCN(C(=O)OC(C)(C)C)CC2)cc1	0	2.2	-2.7	-12	-3	-3	10	1	-2	-7
52	CCn1cc(C2=NOC(C(=O)Nc3cc(C)nn3-c3ccccc3)C2)c(C)n1 (configuration not stated)	nt	0.4	-0.4	-2	-2	4	-1	-2	-4	-2
53	COCC(=O)N(Cc1cc2cc(C)ccc2[nH]c1=O)c1ccccc1	2	-2.7	-1.4	13	3	6	-2	4	-5	7
54	CCOC(=O)C1CCN(c2c(-c3ccccc3)c3cc(Cl)ccc3[nH]c2=O)CC1	-4	0.0	-0.5	0	4	-6	2	0	-7	7
55	CCOC(=O)COc1cc(Br)c(/C=N/Nc2ccccc2)cc1OC	-2	-1.1	1.5	6	-5	-63	1	0	4	-6
56	O=C(O)CCCCCN1C(=O)C(O)=C(C(=O)/C=C/c2ccccc2)C1c1cccc([N+](=O)[O-])c1 (configuration not stated)	-2	-1.9	0.3	9	-10	8	5	-2	-1	0
57	O=C(Cn1nnc(-c2cccs2)n1)N1CCc2ccccc2C1	1	-1.9	0.6	10	-4	0	0	-1	1	-5
58	CC(=O)c1ccc(-n2nnnc2SCC(=O)N2CCc3ccccc3C2)cc1	0	-1.1	0.0	6	-13	8	-1	-5	-4	-3
59	N#Cc1ccc(Cl)cc1NC(=O)COC(=O)c1ccc2c(c1)OCCO2	-3	-1.7	-0.9	9	-11	-4	-1	3	-4	8
60	CCN1CCN(c2ncc(C(=O)Nc3cc(Cl)ccc3OC)c3ccccc23)CC1	-4	3.3	-1.4	-17	-11	1	3	-2	-1	-6
61	CC(=O)c1sc(N/N=C2\CC3CC2C(C)C3(C)C)nc1C (configuration not stated)	4	0.1	-0.4	0	1	8	0	-4	-2	-4
62	CCc1ccc(Nc2ccc(C(=O)O)cc2[N+](=O)[O-])cc1	0	-4.1	1.8	21	3	4	-1	-2	-6	4

Screening data deposited in PubChem by several laboratories.
